CCR6 antagonist – blocks CCL20-driven beta-arrestin recruitment at human CCR6; P51684; CHO-K1 CCR6 PathHunter beta-arrestin, luminescence, CCL20-stimulated; inhibition, % at 20 µM; 340,000 compounds, 0.49% hits; AID 493098;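 active means compounds whose inhibition of the agonist-driven luminescence signal at 20 µM reaches about 50%, limit read from the data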;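 further: cells stimulated with CCL20 at 14 nM final; plate controls were DMSO with CCL20 for no effect and DMSO without agonist for full effect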
Target sequence (P51684 whole entry, looked up): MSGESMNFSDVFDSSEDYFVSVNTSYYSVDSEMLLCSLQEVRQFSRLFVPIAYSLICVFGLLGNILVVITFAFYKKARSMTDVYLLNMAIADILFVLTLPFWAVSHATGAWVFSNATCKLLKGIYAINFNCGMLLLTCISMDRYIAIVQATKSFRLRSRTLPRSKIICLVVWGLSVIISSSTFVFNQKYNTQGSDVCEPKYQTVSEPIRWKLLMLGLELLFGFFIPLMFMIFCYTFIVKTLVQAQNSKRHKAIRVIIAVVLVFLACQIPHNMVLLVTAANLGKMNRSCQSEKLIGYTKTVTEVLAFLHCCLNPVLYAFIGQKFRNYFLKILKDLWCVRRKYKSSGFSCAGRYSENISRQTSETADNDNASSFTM
APOBEC3A inh – blocks human APOBEC3A ssDNA deamination; P31941; recombinant A3A, FAM/TAMRA ssDNA deamination fluorescence; inhibition, % at 20 µM; 330,000 compounds, 0.41% hits; AID 493011;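 active means at least 40% inhibition at 20 µM here, with at most 30% in a related deaminase screen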;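 further: plate controls were A3A with DMSO for no effect and wells lacking A3A enzyme for full effect; some results filed as inactive read as strong as hits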
MPTP block – blocks calcium-induced mitochondrial swelling; isolated mouse mitochondria, Ca2+ swelling absorbance, 30 min; inhibition, % at 10 µM; AID 602449; 360,000 compounds, 1.4% hits;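 active means inhibition of 50% or more, scaled per plate between neutral and stimulator controls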;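 further: 0% = DMSO wells given calcium and 100% = 1 mM EGTA wells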
CXCR6 block – inhibitors of human CXCR6 receptor; CHO-K1 PathHunter CXCR6 beta-arrestin, luminescence; O00574; inhibition, % at 20 µM; 360,000 compounds, 0.36% hits; AID 602244; in the data active means inhibition above about 34%, passing the limit was not always enough;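 further: antagonist mode with CXCL16 agonist at 10 nM final; 0% = 10 nM CXCL16 with DMSO and 100% = unstimulated wells without agonist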
Target sequence (O00574 whole entry, looked up): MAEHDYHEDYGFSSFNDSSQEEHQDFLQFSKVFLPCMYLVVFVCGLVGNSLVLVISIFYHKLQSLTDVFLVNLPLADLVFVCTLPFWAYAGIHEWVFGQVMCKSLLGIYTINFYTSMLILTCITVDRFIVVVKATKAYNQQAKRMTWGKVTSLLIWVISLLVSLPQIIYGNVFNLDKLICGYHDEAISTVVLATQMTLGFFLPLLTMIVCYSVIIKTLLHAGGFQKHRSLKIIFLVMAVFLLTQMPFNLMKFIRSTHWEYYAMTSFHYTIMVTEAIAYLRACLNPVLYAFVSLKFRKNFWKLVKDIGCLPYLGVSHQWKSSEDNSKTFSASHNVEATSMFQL
Gli-Sufu block – Gli-Sufu pathway antagonism; Sufu-KO-LIGHT fibroblasts, Gli luciferase reporter luminescence; inhibition, % at 5 µM; 340,000 compounds, 0.74% hits; AID 588413;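 active means inhibition above about 55%, limit read from the data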;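 further: 0% = DMSO-treated cells and 100% = wells with medium but no cells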
APOBEC3G inh – APOBEC3G (human) deaminase inhibition | Q9HC16 | recombinant A3G, ssDNA deamination FAM/TAMRA fluorescence | inhibition, % at 20 µM | 330,000 compounds, 0.28% hits;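 active means inhibition of at least 40% at 20 µM, with no more than 30% in the related APOBEC3A deaminase screen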;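 further: plate controls were DMSO wells with A3G for no effect and wells lacking A3G enzyme for full effect; some compounds called inactive have numbers as strong as hits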
EBI2 antag – blocks human EBI2 receptor beta-arrestin signaling | inhibition, % at 5 µM | EBI2 beta-arrestin recruitment, luminescence, 7a,25-OHC stimulated | 360,000 compounds, 0.81% hits | P32249; in the data active means inhibition above about 38%;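 further: enzyme fragment complementation signal reports receptor beta-arrestin coupling in cells; 0% = agonist plus DMSO wells and 100% = wells without agonist; some results beyond the cut were filed as inactive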
Target sequence (P32249 whole entry, looked up, the tested form may be a part): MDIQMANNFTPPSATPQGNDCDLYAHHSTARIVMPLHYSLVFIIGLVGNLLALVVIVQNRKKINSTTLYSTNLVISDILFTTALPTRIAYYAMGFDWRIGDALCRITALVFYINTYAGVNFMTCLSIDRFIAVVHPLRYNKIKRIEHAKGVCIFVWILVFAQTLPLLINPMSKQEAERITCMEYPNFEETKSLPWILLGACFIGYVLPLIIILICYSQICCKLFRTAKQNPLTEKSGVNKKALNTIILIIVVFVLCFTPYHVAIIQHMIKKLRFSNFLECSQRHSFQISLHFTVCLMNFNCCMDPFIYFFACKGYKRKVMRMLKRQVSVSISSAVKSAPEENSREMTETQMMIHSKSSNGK
GRIN3A LBD mod – NR3A (human) ligand-binding domain modulation; NR3A LBD differential scanning fluorimetry, Tm shift; 0% = protein alone, 100% = glycine-bound protein; Tm shift relative to glycine control, % at 25 µM; 340,000 compounds, 2.5% hits;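 active means melting temperature shift of at least 10% of the positive control shift, at one fixed dose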
* = called active by the depositor; / = no result given.

SMILES | CCR6 antagonist | APOBEC3A inh | MPTP block | CXCR6 block | Gli-Sufu block | APOBEC3G inh | EBI2 antag | GRIN3A LBD mod
CN(C)S(=O)(=O)c1cccc(-c2nnc(-c3ccccc3)o2)c1 | 9 | -1 | -1.4 | 5 | -8 | -5 | 50* | -6
Cc1ccc(C(=O)Nc2nc(-c3ccc([N+](=O)[O-])cc3)cs2)o1 | 27 | -1 | -0.3 | -7 | 1 | -6 | 7 | -2
O=C1C=CC(=O)N1CCCCCCCCCCN1C(=O)C=CC1=O | 111* | / | 7.3 | 87* | 6 | / | 26 | -4
O=C(NCC(=O)N1CCN(S(=O)(=O)c2ccc3c(c2)OCCO3)CC1)c1ccccc1Cl | 2 | -2 | -0.6 | 3 | -2 | -7 | 1 | 0
CCCCc1nnc(NC(=O)CSc2nc(C)cc(=O)[nH]2)s1 | -9 | 0 | 1.0 | 2 | 47 | -4 | -6 | 1
CCOC(=O)Cc1c(C)nc(Cc2ccc(OC(C)C)cc2)[nH]c1=O | -10 | 7 | -1.2 | -1 | -5 | -3 | -2 | 2
Cc1cc(NC(=O)CCC(=O)N(CC2CCCO2)C(C(=O)NC2CCCC2)c2cccnc2)no1 (centres undefined) | -4 | 3 | 0.1 | 5 | 5 | 1 | 1 | -2
COCCCNC(=O)c1cn(Cc2c(F)cccc2Cl)nn1 | 1 | -2 | -3.8 | -1 | 2 | -1 | -3 | 0
Cn1c(=S)ccc2ccccc21 | 6 | -1 | -1.0 | 5 | 2 | -1 | -6 | 2
Cc1cccc(NC(=S)NC2CCCC2)n1 | -33 | -1 | 0.1 | 4 | -9 | 0 | -33 | 1
Cc1cc(C)c(NC(=O)COC(=O)CSc2ccc(Br)cc2C)c(C)c1 | 2 | -5 | 1.9 | -9 | -5 | -7 | 7 | -6
CC1CC(=O)N(c2ccc(NCCc3ccccc3)c([N+](=O)[O-])c2)C1=O (centres undefined) | 18 | -1 | 3.6 | 14 | 5 | -3 | 2 | -1
COc1cc(C=O)c(Br)cc1OC1CCCC1 | -9 | -1 | -0.2 | 9 | -3 | -1 | -14 | 1
COc1ccccc1NC(=O)NNC(=O)CN1C(=O)COc2ccccc21 | 3 | 0 | 0.0 | -5 | -1 | -3 | -4 | 0
CCn1cc(C(=O)N[C@H](C(=O)NCCCn2ccnc2)C(C)C)c(=O)c2cc3c(cc21)OCO3 | 13 | -1 | -1.7 | 4 | -11 | -3 | -6 | -1
COc1ccc(N2CCN(C(=O)COC(=O)c3ccccc3OCc3ccc(F)cc3)CC2)cc1 | 23 | 1 | 1.0 | 3 | 0 | 3 | 5 | -2
NC(=S)N/N=C/c1coc2ccc(Cl)cc2c1=O | -2 | 4 | -0.9 | -9 | 2 | -4 | -13 | -14
COc1nc(Oc2ccc(C(=O)OCC(N)=O)cc2)nc(N(C)C)n1 | 0 | 2 | -0.8 | 2 | -3 | -2 | -1 | 2
CN(C)c1ccc(CN(C(=O)c2ccco2)C2CCS(=O)(=O)C2)cc1 (centres undefined) | -9 | -5 | 0.9 | 4 | -3 | -6 | -10 | 0
CCN(CC)CCCN(Cc1cc2cc3c(cc2[nH]c1=O)OCCO3)C(=O)Nc1ccccc1 | 5 | 2 | 1.8 | 1 | 6 | -3 | -2 | -1

The list goes on; it opens with the four that closed the last part.
SMILES | CCR6 antagonist | APOBEC3A inh | MPTP block | CXCR6 block | Gli-Sufu block | APOBEC3G inh | EBI2 antag | GRIN3A LBD mod
NC(=S)N/N=C/c1coc2ccc(Cl)cc2c1=O | -2 | 4 | -0.9 | -9 | 2 | -4 | -13 | -14
COc1nc(Oc2ccc(C(=O)OCC(N)=O)cc2)nc(N(C)C)n1 | 0 | 2 | -0.8 | 2 | -3 | -2 | -1 | 2
CN(C)c1ccc(CN(C(=O)c2ccco2)C2CCS(=O)(=O)C2)cc1 (centres undefined) | -9 | -5 | 0.9 | 4 | -3 | -6 | -10 | 0
CCN(CC)CCCN(Cc1cc2cc3c(cc2[nH]c1=O)OCCO3)C(=O)Nc1ccccc1 | 5 | 2 | 1.8 | 1 | 6 | -3 | -2 | -1
O=C(Nc1nc2ccccc2[nH]1)c1ccc([N+](=O)[O-])cc1 | 19 | 0 | -0.4 | -20 | -63 | -7 | -4 | -1
CCn1c(SCC(=O)N2CCC(C(N)=O)(N3CCCCC3)CC2)nnc1-c1ccccc1 | 2 | 1 | 7.0 | 5 | 6 | -7 | -14 | -1
CC(C)COc1ccc(/C=C2/Sc3ccccc3C2=O)cc1 | 4 | 1 | 0.1 | -14 | 1 | -2 | -8 | 0
O=C(CN(c1ccc(F)cc1)S(=O)(=O)c1ccc2c(c1)OCCO2)Nc1cccnc1 | 4 | 5 | -1.1 | -2 | 5 | -2 | 1 | 0
Cc1nc(N2CCCCC2)c2c(C)c(C(=O)Nc3ccccc3C(F)(F)F)sc2n1 | -5 | 2 | 0.9 | -14 | 16 | 1 | 6 | 1
CC(C)Cn1c(CN2CCCCC2C)nc2c1c(=O)n(C)c(=O)n2C (centres undefined) | -5 | 2 | 0.3 | 8 | 4 | 3 | -4 | 4
CC(=O)N1CCc2cc(S(=O)(=O)Nc3cccc(C(F)(F)F)c3)ccc21 | 12 | 1 | 2.0 | -9 | 33 | 0 | -5 | -6
CCOC(=O)CSc1nsc(SCC(=O)OCC)c1C#N | -4 | -2 | -0.6 | 5 | -2 | -4 | 1 | 1
O=C(N/N=C/c1cccc(C(F)(F)F)c1)c1ccc(O)cc1 | 3 | 3 | -1.2 | -6 | -7 | 1 | 1 | 7
O=C(Cn1cnc2c(nnn2-c2cccc(Cl)c2)c1=O)NCc1ccccc1 | 7 | 7 | -0.2 | 5 | 0 | 4 | -5 | -2
CN(CCCC1CCCC1)C(=O)c1cc(COc2c(F)cccc2F)on1 | 19 | -2 | -1.8 | -4 | -3 | 0 | 3 | 3
CCN(CC)CCN(C(=O)CCS(=O)(=O)c1ccccc1)c1nc2cc(C)cc(C)c2s1 | 12 | 2 | 1.4 | -5 | -8 | -3 | 16 | 5
Cc1ccccc1S(=O)(=O)N1CCN(C)CC1 | 5 | -1 | -2.4 | -19 | 27 | -5 | 2 | 0
COc1ccc(CC(=O)N2CCN(c3cccc(C)c3C)CC2)cc1 | 7 | 0 | 1.3 | -9 | 2 | -5 | 17 | -2
Cc1ccc(-n2nnnc2-c2cnc3ccc(Cl)cc3c2-c2ccccc2)cc1 | 14 | 1 | 1.2 | 4 | 5 | -6 | 15 | -3
CCCCCCCCOC1OC(CO)C(O)C(O)C1NC(C)=O (centres undefined) | 9 | -4 | 0.0 | 3 | 1 | -5 | -3 | -1
COC(=O)c1cc(C(=O)Nc2ccc(S(N)(=O)=O)cc2)cc([N+](=O)[O-])c1 | 4 | -1 | -1.3 | -7 | 18 | -3 | -5 | -3
Fc1ccc(N2CCN(Cc3cnc(N4CCOCC4)s3)CC2)cc1 | 6 | 1 | 0.8 | -3 | 3 | -5 | 0 | 1
CCOc1ccc(-n2c(=S)sc3c(=O)[nH]c(SCC(=O)NCC4CCCO4)nc32)cc1 (centres undefined) | 4 | 1 | 1.7 | 4 | 22 | -7 | -8 | -10
OCCN1CN=C(Nc2nc3ccccc3s2)NC1 | -3 | 1 | 0.7 | -3 | 0 | -8 | 5 | -1

Reprinted from above for reference:
SMILES | CCR6 antagonist | APOBEC3A inh | MPTP block | CXCR6 block | Gli-Sufu block | APOBEC3G inh | EBI2 antag | GRIN3A LBD mod
Cc1ccc(-n2nnnc2-c2cnc3ccc(Cl)cc3c2-c2ccccc2)cc1 | 14 | 1 | 1.2 | 4 | 5 | -6 | 15 | -3
CCCCCCCCOC1OC(CO)C(O)C(O)C1NC(C)=O (centres undefined) | 9 | -4 | 0.0 | 3 | 1 | -5 | -3 | -1
COC(=O)c1cc(C(=O)Nc2ccc(S(N)(=O)=O)cc2)cc([N+](=O)[O-])c1 | 4 | -1 | -1.3 | -7 | 18 | -3 | -5 | -3
Fc1ccc(N2CCN(Cc3cnc(N4CCOCC4)s3)CC2)cc1 | 6 | 1 | 0.8 | -3 | 3 | -5 | 0 | 1
CCOc1ccc(-n2c(=S)sc3c(=O)[nH]c(SCC(=O)NCC4CCCO4)nc32)cc1 (centres undefined) | 4 | 1 | 1.7 | 4 | 22 | -7 | -8 | -10
OCCN1CN=C(Nc2nc3ccccc3s2)NC1 | -3 | 1 | 0.7 | -3 | 0 | -8 | 5 | -1

(list continues)
SMILES | CCR6 antagonist | APOBEC3A inh | MPTP block | CXCR6 block | Gli-Sufu block | APOBEC3G inh | EBI2 antag | GRIN3A LBD mod
Cn1c(=O)[nH]c(=O)c2c1nc(Br)n2CCSc1nnnn1-c1ccccc1 | 0 | 1 | -1.5 | 4 | 3 | -4 | -1 | 1
CCOC(=O)CC(=O)Nc1nc2ccccc2s1 | 5 | 1 | -1.7 | 2 | -4 | 0 | -13 | 0
Cc1cc(C)n(-c2nnc(N3CCN(c4ccc(F)cc4)CC3)nn2)n1 | -9 | -2 | 1.0 | -7 | 7 | -5 | -9 | -1
COc1ccccc1NC(=S)N1CCNC(=O)C1CC(=O)Nc1cccc(C)c1 (centres undefined) | 4 | 1 | 1.7 | 5 | 4 | -6 | 4 | 0
COc1cccc(-c2cc(C(F)(F)F)c(C#N)c(=O)[nH]2)c1 | -8 | -4 | 3.0 | -17 | -2 | -9 | -6 | -13
Cc1cc(C)cc(NC(=O)C2CCN(S(C)(=O)=O)CC2)c1 | -16 | -1 | -1.0 | 3 | 7 | -5 | -6 | -1
O=C(Nc1ccc(S(=O)(=O)NCc2cccnc2)cc1)c1ccco1 | -4 | 1 | 1.1 | -11 | 12 | -3 | 3 | -1
Cc1cccc(-n2c(CNC(=O)c3ccccc3)nnc2SCC(=O)Nc2nccs2)c1 | 2 | -2 | -2.2 | -4 | -1 | 5 | -10 | 0
Cc1c(C=O)n(C)n(-c2ccccc2)c1=O | 8 | 1 | -0.8 | -6 | -8 | 4 | -3 | 0
CCOC(=O)N1CCN(C(=S)NC2CCCCC2)CC1 | 5 | -1 | -0.2 | 4 | -2 | 0 | -6 | 1
O=C(C[C@@H]1C/C=C\C[C@H](Cc2ccc(F)cc2)C(=O)OCCNC1=O)N[C@H](CO)Cc1ccccc1 | 7 | -2 | -0.1 | -5 | 12 | -6 | 1 | -1
Cc1ccc(-c2cc(C(F)(F)F)nc(SCC(=O)c3cccc([N+](=O)[O-])c3)n2)cc1 | 1 | -1 | 2.0 | -4 | -2 | -1 | 5 | 1
CC(=O)OC(C(=O)NC1CCCCC1)c1ccc(C#N)cc1 (centres undefined) | 2 | 0 | -0.3 | 4 | -4 | 1 | 2 | 2
CCCCN(CC(=O)NCc1ccc(F)cc1)C(=O)c1ccco1 | 12 | 3 | -1.1 | 4 | 1 | -6 | -4 | -1
CCOC(=O)c1c(/N=C/c2ccc(C)cc2O)sc2c1CCC2 | -1 | -1 | -0.9 | -13 | -13 | -10 | 5 | -2
COCCn1c(COC)nc2ccccc21 | -20 | -4 | 5.1 | -1 | 1 | -5 | -6 | -1
CC(=O)c1c(C)[nH]c(C(=O)N(C)CC(=O)Nc2ccc(Cl)c(C(F)(F)F)c2)c1C | -15 | 0 | -0.2 | -6 | 20 | -7 | -14 | -4
O=[N+]([O-])c1ccc(/C([O-])=C(/C(=S)Nc2ccccc2F)[n+]2ccccc2)cc1 | 7 | 2 | 0.1 | -2 | 17 | -6 | 8 | 1
CCOc1ccccc1NC(=O)CN1C(=O)C(=O)N(Cc2ccco2)C1=O | 10 | 3 | 4.1 | -3 | 3 | -4 | -9 | 0
Cc1nn(C)c(C)c1CCC(=O)NC1CC(C)(C)Cc2c1cnn2-c1ccccc1 (centres undefined) | 1 | -1 | -1.3 | -6 | 4 | -3 | 2 | -2

Screens deposited in PubChem by Sanford-Burnham Center for Chemical Genomics.
